NTR1 ag – agonists of NTR1, primary screen, imaging, U2OS cells, beta-arrestin-GFP, high content (AID 493036). NTR1-U2OS beta-arrestin-GFP spot imaging, agonist mode. activation, % at 20 µM. 0.17% of 330,000 active;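 active means activation at or above 40% of the spot to cytoplasm intensity ratio, with at least 20 cells analyzed; inconclusive means wells under 20 cells, flagged as cytotoxic or low count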;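 further: 0% = DMSO without peptide and 100% = 100 nM NTR1 peptide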
Target sequence (P30989 whole entry, looked up): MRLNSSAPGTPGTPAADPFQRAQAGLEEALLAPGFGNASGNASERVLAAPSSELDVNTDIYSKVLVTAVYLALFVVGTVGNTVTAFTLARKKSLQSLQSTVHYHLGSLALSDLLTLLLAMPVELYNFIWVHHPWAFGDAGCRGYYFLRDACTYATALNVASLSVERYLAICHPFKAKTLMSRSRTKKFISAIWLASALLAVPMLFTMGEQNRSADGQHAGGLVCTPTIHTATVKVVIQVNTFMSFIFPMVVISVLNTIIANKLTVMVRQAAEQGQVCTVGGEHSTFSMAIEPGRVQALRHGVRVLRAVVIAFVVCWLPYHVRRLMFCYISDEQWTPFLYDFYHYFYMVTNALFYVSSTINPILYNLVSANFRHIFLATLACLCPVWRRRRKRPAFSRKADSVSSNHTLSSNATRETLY
SV40 large T antigen – SV40 large T antigen inhibitors, biochemical (AID 1903); SV40 large T antigen ATPase/helicase inhibition assay; higher % means a stronger effect; 0.39% of 310,000 active; inhibition, % at 20 µM, or IC50 in µM where a hit was titrated; in the data active means a potency from the dose series; inconclusive means inhibition mostly from about 32% at the one dose, without a potency; inactive means the rest, 99 in 100 with inhibition below about 32%; further: strong numbers were not always called active
Dengue-2 NS5 capping – flavivirus cap methylation enzyme inhibition – biochemical, confirmation dose response, primary screen (AID 588689). Dengue-2 NS5 methyltransferase capping enzyme assay, biochemical; higher % means a stronger effect. inhibition, % at 25 µM, or IC50 in µM where a hit was titrated. 0.3% of 340,000 active; in the data active means a potency from the dose series; inconclusive means inhibition above about 29% without an active follow-up result
West Nile antiviral – West Nile virus antiviral activity, cell-based, CPE readout (AID 1621); West Nile virus-infected cells, CPE inhibition; higher % means a stronger effect; one-dose CPE inhibition, % at 10 µM; IC50 in µM for titrated hits; 0.02% of 290,000 active; in the data active means a potency from the dose series; inconclusive means CPE inhibition mostly from about 3.7% at the one dose, without a potency; inactive means the rest, 99 in 100 with CPE inhibition below about 2.2%; further: strong numbers were not always called active
Salmonella PhoP GFP – PhoP-dependent GFP reporter repression – Salmonella Typhimurium, primary screen (AID 1863). one-dose inhibition, % at 50 µM; IC50 in µM for titrated hits. S. Typhimurium PhoP-regulated promoter GFP reporter, 4 h; higher % means a stronger effect. 0.16% of 300,000 active;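 active means inhibition over 29.93%, a cutoff 3 SD above the screen mean, later confirmed by dose response; inconclusive means inhibition over 29.93% but no dose response follow-up; inactive means inhibition at most 29.93% or unconfirmed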;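 further: 0% = low Mg2+ inducing control and 100% = high Mg2+ repressing control; strong numbers were not always called active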
RSV CPE inhibition – inhibition of RSV-induced cytopathic effect – HEp-2 cells, primary 10 µM value included (AID 2391) | HEp-2 cells, RSV-induced CPE inhibition; higher % means a stronger effect | one-dose CPE inhibition, % at 10 µM; IC50 in µM for titrated hits | 0.13% of 310,000 active; in the data active means a potency from the dose series; inconclusive means CPE inhibition mostly from about 23% at the one dose, without a potency; inactive means the rest, 99 in 100 with CPE inhibition below about 21%; further: strong numbers were not always called active
Rac1 GTP hydrolysis – MgcRacGAP GTPase-activating activity inhibitors, confirmation, biochemical, ADP Hunter fluorescence; MgcRacGAP-stimulated Rac1 GTP hydrolysis, ADP Hunter fluorescence; higher % means a stronger effect; GST-tagged Rac1 F28L mutant substrate; inhibition, % at 30 µM, or IC50 in µM where a hit was titrated; AID 624330; 0.6% of 340,000 active;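 active means first-screen hits whose inhibition reached a set limit at any dose in the follow-up dose series; inconclusive means inhibition above the set first-screen limit but never retested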;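 further: fluorescence reports GDP produced by GAP-driven GTP hydrolysis; strong numbers were not always called active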
K1F lysis inhibition – inhibition of K1F phage lysis, E. coli UTI89, bacterial capsule biogenesis inhibitors, alamar blue (AID 488966); E. coli UTI89 K1F phage lysis, alamar blue, 2 h; higher % means a stronger effect; one-dose inhibition, % at 100 µM; IC50 in µM for titrated hits; 0.02% of 340,000 active;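 active means phage lysis inhibition, versus mean bacterial control, above a set limit; inconclusive means no clear call, values can overlap the other calls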;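 further: capsule biogenesis inhibitors block K1F phage lysis so surviving cells raise fluorescence; higher fluorescence means more inhibition of phage lysis; actives were called in the ten point dose series up to 300 µM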
T cell HTS – modulates CD8 T cell binding to vesicles; AID 2052; calls only at 7 µM; 2C CD8+ T cell-vesicle binding, flow cytometry; stronger effect = lower value; 0.068% of 330,000 active;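 active means response, share of CD8 T cells binding vesicles, and their 90th percentile fluorescence all below set limits, cut at about 80% in these data, passing the limit was not always enough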
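Also added: QL9-peptide-loaded Drosophila micro-vesicles bearing Ld, ICAM-1 and B7-1; Test system: purified 2C TCR transgenic mouse naive CD8+ T cells; Measured by: cytometric PE anti-B7-1 and Alexa647 anti-CD8 signals after 1% paraformaldehyde fixation; Timing: binding step 1.5 h, 37 °C, antibody labelling 20 min, ice.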
T cell HTS vesicle-bound % – second read-out of T cell HTS, no call of its own (marks repeat the call); double positive events, %; measured here: CD8+ vesicle-bound cell fraction;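 binding gate set so that unloaded-vesicle control wells show 10% double positive cells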
NTR1 ag cell count 20 µM – also measured in NTR1 ag; calls as there; cell count; measured here: cell count, cytotoxicity flag
Dengue-2 NS5 capping pilot replicate – also measured in Dengue-2 NS5 capping; calls as there; inhibition, %; measured here: pilot screen replicate inhibition
An asterisk follows results filed as active; i = inactive; ? = inconclusive; · = not tested or not shown; [ ] = remark or other dose.

SMILES | NTR1 ag | NTR1 ag cell count 20 µM | SV40 large T antigen | Dengue-2 NS5 capping | West Nile antiviral | Salmonella PhoP GFP | RSV CPE inhibition | Rac1 GTP hydrolysis | K1F lysis inhibition | T cell HTS | T cell HTS vesicle-bound % | others
C=C1C(C(=O)Nc2ccccc2)C1C(=O)Nc1ccccc1 (centres undefined) | 0.7 | 50 | 5% | -8% | -0.2% | -10% | 0.4% | 9% | 0.3% | i | 54
CC(C)(C)c1ccc(C(=O)n2cnc3ccccc32)cc1 | -0.6 | 51 | 53% | -2% | 0.3% | -10% | 1.2% | -8% | -0.1% | i | 56
O=C(C1CCN(S(=O)(=O)N2CCOCC2)CC1)N1CCOCC1 | 1.3 | 84 | 9% | -1% | 0.2% | 1% | -1.0% | 3% | -0.8% | i | 26
CCc1nc2ccccc2c(=O)n1/N=C/c1ccc(Cl)cc1 | -0.1 | 35 | 13% | -10% | · | · | · | 9% | 1.0% | i | 57
CC(=O)Nc1ccc(NC(=O)CC(c2ccccc2)c2ccccc2)cc1 | 1.4 | 71 | 5% | -1% | 0.0% | -7% | 0.6% | 11% | -0.2% | i | 50
COc1cc(OC)cc(C(=O)N2CCC(N3CCN(c4ccccc4)CC3)CC2)c1 | -4.5 | 88 | 9% | -1% | -1.0% | -5% | 1.7% | 22% | 1.5% | i | 60
COc1cc(CNCCc2ccccc2)ccc1OCC(N)=O | -0.8 | 56 | 4% | 1% | 0.5% | 1% | 0.3% | 6% | 4.5% | i | 26
COc1cc(OC)c(N(C)S(=O)(=O)c2cccc(C(=O)OCc3c(C)noc3C)c2)cc1Cl | 3.2 | 55 | 5% | -2% | -1.5% | 8% | ? | 12% | 0.3% | i | 39
O=C(Cn1cc(C(=O)C(F)(F)F)c2ccccc21)N1CCOCC1 | -1.0 | 86 | 17% | -9% | 0.4% | -7% | 0.5% | 11% | 0.2% | i | 54
c1ccc2c(c1)OCC(c1csc3ncnc(N4CCCCC4)c13)O2 (centres undefined) | 2.9 | 45 | 16% | 1% | 0.6% | 2% | 39% | 5% | 1.0% | i | 17
O=C(O)CCCC(=O)Nc1nc2n(n1)C(c1ccc(F)cc1)CC(c1ccc(Cl)cc1)N2 (centres undefined) | -0.7 | 42 | 4% | 6% | 0.2% | 3% | -0.1% | -3% | -0.6% | i | 30
CCOc1ccc(CCNC(=O)CS(=O)(=O)Cc2nc(-c3ccccc3F)oc2C)cc1 | 2.5 | 53 | 4% | -6% | 0.6% | -3% | 12% | 9% | 2.5% | i | 4
O=C(CNS(=O)(=O)c1ccc(Cl)cc1)OCC(=O)N1CCCc2ccccc21 | -0.3 | 52 | 4% | 1% | -0.2% | -11% | 1.3% | -1% | -1.1% | i | 36
CCC(CC)c1nnc(NC(=O)CN2C(=O)NC3(CCCC3)C2=O)s1 | 0.1 | 55 | 1% | -7% | 0.0% | 3% | 1.2% | 7% | -0.1% | i | 7
Cc1nc(CNS(=O)(=O)c2ccc3ccccc3c2)cs1 | 3.8 | 67 | 6% | 6% | 0.2% | -8% | 1.0% | 2% | 2.3% | i | 39
COc1cc(N2CCOCC2)ccc1C=C(C#N)C#N | -0.1 | 35 | -3% | -2% | 0.1% | 1% | 0.9% | 3% | -1.6% | i | 11
Cc1ccc(SCCC(=O)OC(C(=O)NC(N)=O)C(C)C)cc1 (centres undefined) | -1.0 | 67 | 5% | -4% | 0.4% | 4% | -0.2% | 8% | 2.9% | i | 30
NS(=O)(=O)c1ccc(CCNS(=O)(=O)c2ccccc2)cc1 | -0.7 | 112 | 6% | -14% | 1.2% | -5% | 0.5% | -3% | -2.4% | i | 29
Cc1cc(-c2ccccc2)n(-c2ccc(C(=O)NC(C)C)cc2)n1 | -1.3 | 78 | 6% | -5% | -0.5% | 6% | 2.7% | 3% | 0.7% | i | 59
CCN(CC)CCN(C(=O)c1ccc2c(c1)CCCC2)c1nc2ccc(F)cc2s1 | 3.1 | 57 | 5% | -4% | -0.6% | -14% | 0.2% | 11% | 0.5%[50 µM] | i | 41
NC(=O)C1(N2CCCCC2)CCN(S(=O)(=O)c2cc(Cl)ccc2Cl)CC1 | -0.9 | 85 | 0% | 6% | 0.0% | -1% | 2.5% | 3% | 1.0% | i | 52
CC(C)(O)C#Cc1ccc(CN2CCN(Cc3ccccc3)C(CCO)C2)cc1 (centres undefined) | 0.8 | 53 | -2% | -7% | -1.2% | -9% | 1.0% | -6% | -0.6% | i | 7
O=C(NCCc1ccc(Cl)cc1)c1ccc(CNc2c(N3CCOCC3)c(=O)c2=O)cc1 | -1.0 | 54 | -12% | -6% | 0.1% | -11% | 1.5% | 8% | 0.0% | i | 35
CC1(C)NC(=O)N(CC(=O)OCC(=O)Nc2sccc2C#N)C1=O | 1.5 | 54 | 8% | 2% | -0.1% | 0% | -0.3% | 8% | -0.2% | i | 8
O=C1CC(c2ccccc2)=Nc2ccccc2N1Cc1ccccc1 | 2.5 | 77 | 6% | -2% | -0.6% | 7% | 20% | 12% | 0.0% | i | 31
NS(=O)(=O)c1ccc(CCNC(=O)CN2CCN(Cc3cccc(C(F)(F)F)c3)CC2)cc1 | 0.0 | 45 | 8% | 0% | -0.6% | 7% | 5.3% | 4% | 0.6% | i | 34
Cc1cc(S(=O)(=O)N2CCN(c3ccccn3)CC2)c(C)cc1Cl | 3.5 | 57 | 15% | -11% | -1.2% | -1% | 16% | 2% | 0.2% | i | 64
O=C(c1ccc(S(=O)(=O)N2CCOCC2)cc1)N1CCOCC1 | -1.4 | 47 | 2% | 6% | 0.1% | 6% | 2.2% | 4% | -1.6% | i | 32
CC(=O)c1c(OC(=O)c2cccc(Cl)c2)c2ccccc2n1C | -2.1 | 50 | 8% | -2% | 0.0% | -8% | 5.8% | 9% | -0.1% | i | 34
COC(=O)c1ccc(CS(=O)(=O)c2ccc(C)cc2)o1 | -0.3 | 87 | 15% | -5% | -0.1% | -3% | 0.0% | 7% | 0.4% | · | ·
CCOc1cc(S(=O)(=O)N(Cc2ccccc2)Cc2ccccc2)c(OCC)cc1-n1cnnn1 | · | · | 2% | -2% | · | 2% | · | 12% | -0.1% | · | ·
COC(=O)CC1Oc2ccc(C)cc2NC1=O (centres undefined) | -2.1 | 51 | 0% | 0% | 0.7% | -13% | 0.8% | 4% | -0.5% | i | 36
Cc1ccc(C(=O)Nc2ccccc2N2CCOCC2)cc1S(=O)(=O)N1CCOCC1 | 0.0 | 96 | · | 0% | · | · | 1.7% | 1% | 0.3%[50 µM] | i | 43
COc1ccc(-c2c(C)cc3oc(=O)cc(-c4ccccc4)c3c2C)cc1OC | 1.8 | 55 | · | 0% | · | · | · | 6% | 0.2% | · | · | Dengue-2 NS5 capping pilot replicate=-2.4
O=C(O)CSCc1cn2cc(Cl)ccc2n1 | -1.1 | 28 | 4% | -5% | -0.1% | -15% | 3.7% | 12% | 0.1% | i | 53
S=C(NC1CCCCC1)N1CCc2[nH]c3ccccc3c2C1 | 6.7 | 53 | 3% | 2% | -0.7% | · | 9.6% | 9% | -1.3% | i | 27
COc1ccccc1N1CCN(C(=O)c2ccc3c(c2)CCN3S(=O)(=O)c2ccccc2)CC1 | 3.7 | 74 | 17% | -2% | 0.8% | 6% | -0.7% | 13% | 0.7% | i | 9
CCOC(=O)c1[nH]c2ccccc2c1NC(=O)c1ccc(S(=O)(=O)N2CCCCC2)cc1 | 7.7 | 90 | -11% | 3% | · | 7% | 4.8% | 16% | -0.1% | i | 43
COc1cccc(N2CCN(S(=O)(=O)c3ccc4nc(-c5ccccc5)[nH]c4c3)CC2)c1 | 2.8 | 62 | 1% | · | 0.0% | -2% | 2.3% | 12% | 0.2% | i | 58
O=C(NCc1cccc(Cl)c1)C1CCC(=O)N(CCN2CCOCC2)C1 (centres undefined) | 0.1 | 51 | 9% | 11% | 0.0% | 6% | 1.0% | 6% | 0.0% | i | 67
Oc1ccc2oc3c(c2c1C=NCc1ccncc1)CCCC3 | 7.7 | 48 | 18% | 49% | -0.1% | -12% | 2.1% | -7% | -0.1% | i | 45
CCOc1ccccc1NC(=O)CSc1nc2cc(O)ccc2c(=O)n1-c1ccc(OC)c(OC)c1 | 10 | 78 | 7% | -7% | 0.4% | 2% | 4.8% | 13% | 0.2% | i | 65
CC(=O)O[C@]1(C(C)=O)CCC2C3C=C(C)C4=CC(=O)CC[C@]4(C)C3CC[C@@]21C (some centres undefined) | 1.1 | 44 | 7% | 4% | -1.0% | 0% | 9.6% | · | 0.9%[50 µM] | i | 35
O=C(O)c1cccc(-n2cnnn2)c1 | -0.5 | 87 | -6% | -5% | 0.4% | -5% | 0.4% | 7% | 0.9% | i | 14
O=C(Nc1cccc2ncccc12)C(c1ccccc1)c1ccccc1 | -0.8 | 46 | 5% | -3% | 0.4% | 4% | -0.6% | 6% | -2.0% | i | 1

Four compounds drawn at random from those above:
SMILES | NTR1 ag | NTR1 ag cell count 20 µM | SV40 large T antigen | Dengue-2 NS5 capping | West Nile antiviral | Salmonella PhoP GFP | RSV CPE inhibition | Rac1 GTP hydrolysis | K1F lysis inhibition | T cell HTS | T cell HTS vesicle-bound % | others
Oc1ccc2oc3c(c2c1C=NCc1ccncc1)CCCC3 | 7.7 | 48 | 18% | 49% | -0.1% | -12% | 2.1% | -7% | -0.1% | i | 45
COc1ccccc1N1CCN(C(=O)c2ccc3c(c2)CCN3S(=O)(=O)c2ccccc2)CC1 | 3.7 | 74 | 17% | -2% | 0.8% | 6% | -0.7% | 13% | 0.7% | i | 9
COc1ccc(-c2c(C)cc3oc(=O)cc(-c4ccccc4)c3c2C)cc1OC | 1.8 | 55 | · | 0% | · | · | · | 6% | 0.2% | · | · | Dengue-2 NS5 capping pilot replicate=-2.4
CCOc1cc(S(=O)(=O)N(Cc2ccccc2)Cc2ccccc2)c(OCC)cc1-n1cnnn1 | · | · | 2% | -2% | · | 2% | · | 12% | -0.1% | · | ·

Screening results: PubChem, several laboratories

No enrichment for hits; about 1.5% have a hit in one of these screens.
